LRH-1 inv ag: NR5A2 inverse agonism in reporter assay. O00482. HEK293T StAR-luciferase reporter, LRH-1 transfected, 24 h. inhibition, % at 3.6 µM. 360,000 tested, 0.13% active;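 active = inhibition above the mean inhibition of all tested compounds plus 3 SD, cut at about 73% in these data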;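 note: 0% = DMSO wells and 100% = reporter-only cells lacking LRH-1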
Target sequence (O00482 whole entry, looked up): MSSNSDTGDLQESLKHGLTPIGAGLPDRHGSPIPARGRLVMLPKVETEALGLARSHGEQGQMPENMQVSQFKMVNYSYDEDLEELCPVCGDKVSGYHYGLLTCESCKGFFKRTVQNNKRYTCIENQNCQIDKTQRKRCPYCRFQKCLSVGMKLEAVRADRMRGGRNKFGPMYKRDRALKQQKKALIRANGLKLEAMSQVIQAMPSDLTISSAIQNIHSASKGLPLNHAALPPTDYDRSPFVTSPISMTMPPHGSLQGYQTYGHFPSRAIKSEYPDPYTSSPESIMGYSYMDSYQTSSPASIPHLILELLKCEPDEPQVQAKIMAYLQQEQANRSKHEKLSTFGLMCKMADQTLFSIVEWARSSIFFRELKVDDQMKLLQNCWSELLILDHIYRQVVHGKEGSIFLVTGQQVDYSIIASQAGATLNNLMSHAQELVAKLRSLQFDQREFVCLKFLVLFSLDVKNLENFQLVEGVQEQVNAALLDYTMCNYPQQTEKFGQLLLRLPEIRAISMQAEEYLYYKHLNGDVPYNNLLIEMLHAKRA
TWEAK-Fn14 inh: inhibitors of TWEAK-Fn14 interaction signaling. TWEAK-stimulated Fn14 reporter cells, luciferase luminescence, 8 h. inhibition, % at 10 µM. 360,000 tested, 2% active. AID 1159606; in the data active = inhibition above about 50%
CF NFkB inh: inhibitors of cystic fibrosis induced NF-kB; 360,000 tested, 0.86% active; KKLEB NF-kB-GFP reporter, PAF-induced, GFP fluorescence overnight; inhibition, % at 5 µM;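 active = at least 50% inhibition at 5 µM, scaled per plate between neutral and stimulator controls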;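 note: PAF is a Pseudomonas aeruginosa culture filtrate used as stimulus; plate controls were PAF-stimulated DMSO wells for no effect and unstimulated DMSO wells for full effect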
TROY NFkB inh: blocks TROY-dependent signaling in reporter cells; Q293 LMP1-TROYcd NF-kB luciferase reporter, 4 h; inhibition, % at 10 µM; AID 1347056; 360,000 tested, 0.98% active;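 active = compounds whose plate-normalised and pattern-corrected inhibition of the luciferase reporter signal at the single screening dose is 50% or more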
NCOA3 inh: human NCOA3 inhibition | 360,000 tested, 0.17% active | HEK293 GAL4-SRC3 luciferase reporter, luminescence | inhibition, % at 3.6 µM;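 active = inhibition above a per-campaign cutoff, the mean of all compounds plus 3 SD, cut at about 60% in these data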;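 note: 0% = DMSO-treated cells and 100% = gossypol-treated cells at 36 µM; higher means less SRC3-driven luciferase light from the GAL4 reporter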
KKLEB cytotox: counter-screen for CF NF-kB inhibitors: cytotoxicity; KKLEB CF airway cells viability, ATPlite luminescence, overnight; hits give low values; cells stimulated with P. aeruginosa culture filtrate; activity change (cytotoxicity), % at 5 µM; 360,000 tested, 0.36% active;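 active = corrected activity change at or below -50% at 5 µM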
LMP1 NFkB inh: reduces LMP1-driven NF-kappaB luciferase signal | LMP1-induced NF-kappaB luciferase reporter cells, luminescence | inhibition, % at 12.5 µM | 350,000 tested, 0.69% active; in the data active = inhibition above about 41%; inconclusive = no clear call, values can overlap the other calls;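 note: 0% = neutral control wells and 100% = reference inhibitor control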
COUP-TFII inh: inhibitors of human COUP-TFII (NR2F2). P24468. HEK293T NGFI-A luciferase reporter, luminescence. inhibition, % at 8.6 µM. 370,000 tested, 0.7% active. AID 686940;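 active = inhibition above a per-plate cutoff, mean inhibition of test wells between control levels plus 3 SD, cut at about 38% in these data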;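 note: cells cotransfected with COUP-TFII expression vector driving the NGFI-A reporter; 0% = median of COUP-TF2 test wells and 100% = reporter-only cells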
Target sequence (P24468 whole entry, looked up): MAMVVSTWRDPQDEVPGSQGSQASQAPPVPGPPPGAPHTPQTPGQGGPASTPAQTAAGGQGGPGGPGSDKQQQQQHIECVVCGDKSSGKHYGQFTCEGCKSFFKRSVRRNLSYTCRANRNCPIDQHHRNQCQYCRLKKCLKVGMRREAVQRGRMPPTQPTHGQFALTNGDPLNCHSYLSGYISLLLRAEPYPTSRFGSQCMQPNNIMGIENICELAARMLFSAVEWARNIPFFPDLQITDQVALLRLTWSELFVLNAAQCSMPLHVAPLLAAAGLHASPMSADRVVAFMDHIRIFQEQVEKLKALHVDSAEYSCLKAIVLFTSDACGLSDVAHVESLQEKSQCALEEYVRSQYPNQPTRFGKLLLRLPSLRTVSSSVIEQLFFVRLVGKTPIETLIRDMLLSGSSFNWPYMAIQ
NCOA1 inh: inhibits human SRC1 coactivator | AID 588354 | 360,000 tested, 0.12% active | inhibition, % at 3.6 µM | HEK293 GAL4-SRC1 luciferase reporter, luminescence | Q15788;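 active = inhibition above the campaign mean plus 3 SD, with each screening campaign given its own cutoff, cut at about 60% in these data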;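 note: 0% = DMSO treated cells and 100% = gossypol at 36 µM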
Shn3 3UTR inh: Schnurri-3 reporter inhibition in Clone20 osteoblasts | Clone20 osteoblast Shn3 3'UTR firefly luciferase, 24 h | inhibition, % at 12.5 µM | 360,000 tested, 0.52% active | AID 588674;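 active = mean inhibition of at least 75% with every replicate also reaching 75%; inconclusive = mean inhibition at least 75% but some replicate below; inactive = mean inhibition below 75%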;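 note: 0% = median of neutral control wells and 100% = pilot-screen positive control compound; some compounds past the cut are filed as inactive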
C8 TRAIL sens: sensitizes caspase-8 expressing cells to TRAIL; NB7+C8 cells + TRAIL, ATPlite viability luminescence; inhibition (viability loss, TRAIL sensitization), % at 10 µM; 360,000 tested, 1% active;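 active = compounds causing at least 50% loss of cell viability in the single-dose screen, relative to plate controls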
The depositor's hits bear a star; ? = inconclusive; nt = no result given. The list is partial. The share of hits here may be higher or lower than overall.

SMILES | LRH-1 inv ag | TWEAK-Fn14 inh | CF NFkB inh | TROY NFkB inh | NCOA3 inh | KKLEB cytotox | LMP1 NFkB inh | COUP-TFII inh | NCOA1 inh | Shn3 3UTR inh | C8 TRAIL sens
O=C(c1ccc(F)cc1)N1CCCC(N2CCN(Cc3ccc4c(c3)OCO4)CC2)C1 (stereo not drawn) | 12 | 10 | -2 | -30 | 5 | 4 | -2 | 8 | -4 | -4 | 2
CCNC(=O)N(CC)C[C@H]1N[C@@](CC)(C(=O)OC)[C@H]2C(=O)N(Cc3ccccc3)C(=O)[C@@H]12 | 8 | 7 | -10 | -3 | 5 | 6 | -3 | -7 | 7 | -16 | -14
N#C/C(=C\c1c(Oc2ccc(Cl)cc2)nc2ccccn2c1=O)C(=O)NC1CCS(=O)(=O)C1 (stereo not drawn) | 1 | 12 | -9 | -4 | -4 | 6 | 6 | 1 | 0 | 17 | -42
Cc1sc2ncn(CC(=O)OCC(=O)NC(C)(C)C)c(=O)c2c1C | 15 | -9 | -13 | -5 | 24 | 8 | -5 | 2 | 5 | 7 | 2
CCOc1ccccc1OCCCC(=O)NNC(=O)c1cc(C)oc1C | -29 | 11 | 2 | -1 | -13 | 5 | -6 | 14 | 2 | 9 | 4
Cc1nnc(SCC(=O)NC(C)(C)C)n1NCc1cccc(Br)c1 | 7 | -1 | 0 | 12 | -4 | 1 | -11 | -5 | 8 | 3 | -10
CCCCCc1nc2c(=O)n(C)c3ccccc3c2o1 | -17 | -49 | -3 | -70 | 13 | -2 | -8 | -10 | -19 | 1 | 2
CC(C)Oc1ccc(CNC(=O)Cn2ccc3cc(S(=O)(=O)N4CCCC4)ccc32)cc1 | 1 | -15 | 2 | -9 | -1 | -7 | -1 | -11 | -10 | -5 | -3
CCCSc1nc2c(cnn2-c2ccccc2)c(=O)[nH]1 | -1 | 2 | 20 | 4 | -12 | 0 | 12 | 3 | -3 | 0 | -10
Cc1ccc(C)c(OCc2cc(C(=O)N3CCN(c4ccccc4C)CC3C)no2)c1 (stereo not drawn) | -37 | -7 | 1 | -35 | -9 | -6 | -8 | 9 | -15 | -26 | -2
Cc1ccc(S(=O)(=O)N2CCC(=O)N(CCOCc3ccc(F)cc3)CC2)cc1 | -6 | 2 | -4 | -5 | 6 | -15 | 0 | 1 | -1 | 9 | 5
C#CCOCCOCCOCCNc1nc(N2CCN(C(=O)[C@H](Cc3cc4ccccc4[nH]3)n3cc(C(N)CC(C)C)nn3)CC2)nc(N2CCN(C(=O)[C@H](CCC(=O)O)n3cc(C(N)[C@H](C)CC)nn3)CC2)n1 (stereo partly drawn) | 18 | 10 | 10 | 11 | -11 | -12 | -2 | nt | -12 | -22 | -6
CCn1cc(C2=NC(C(C)C)CO2)c2ccccc21 (stereo not drawn) | 0 | 2 | -2 | -11 | 2 | 12 | 3 | -8 | 4 | -19 | 2
C/C(=C\c1ccccc1)C(=O)NCc1ccco1 | -24 | -13 | -3 | -53 | -22 | -4 | -3 | -23 | -32 | -21 | -5
CCOC(=O)CN1C(=O)S/C(=C\c2ccc3c(c2)OCO3)C1=O | 4 | -18 | 9 | -29 | 8 | -2 | -3 | -2 | -22 | -17 | -3
CC1CCN(S(=O)(=O)c2ccc3c(c2)oc(=O)n3CC(=O)N2c3ccccc3CC2C)CC1 (stereo not drawn) | 25 | 21 | 6 | 6 | -23 | -19 | -10 | 12 | -26 | 8 | 1
Cc1cccc(C)c1OCCNC(=O)CCC(=O)c1ccccc1 | 18 | -3 | 17 | 17 | 11 | 2 | 4 | 13 | -2 | 4 | -3
COc1cc(-c2ccc(Nc3ccccc3C(=O)O)c(OC)c2)ccc1Nc1ccccc1C(=O)O | -13 | 14 | 12 | 44 | -70 | 5 | 13 | -11 | 2 | -6 | 24
Nc1nn(-c2ccccc2)nc1C(=O)OCc1ccccc1 | -15 | -21 | -31 | -35 | 4 | 22 | -10 | 11 | -3 | 7 | 4
CCCCNCCOCCSc1ccc(Cl)cc1 | -12 | -58 | 3 | 5 | 3 | -4 | -24 | -17 | 7 | -20 | 19
CCN(CC)c1nc2ccccc2[nH]c1=O | 5 | -5 | -4 | -10 | 3 | 8 | -3 | -14 | 16 | 24 | -11
CCCCCCCCCCCCCCCC[N+](C)(C)Cc1ccc(F)cc1 | 2 | 6 | 10 | 13 | 8 | -32 | 4 | 0 | 2 | ? | 54*
Cc1cc(NC(=O)Nc2ccccc2[N+](=O)[O-])no1 | -6 | 5 | -21 | -27 | -4 | 16 | -4 | 2 | -14 | -18 | -7
CCN(CC)c1ccc(NC(=O)/C=C\c2ccccc2Cl)cc1 | -71 | -9 | -17 | -55 | -50 | -2 | -43 | -32 | -61 | -3 | 20
Cc1ccc(N/C(N)=N/c2nc(CSc3nnc(N)s3)cc(=O)[nH]2)cc1 | -16 | -3 | -9 | -2 | -18 | -2 | -2 | 4 | 7 | 2 | 4
COc1ccc(C(=O)C2CCCN(C(=O)c3ccccc3C(C)=O)C2)cc1F (stereo not drawn) | -26 | -13 | -10 | -27 | 1 | 0 | 5 | -16 | 4 | -35 | 3
CCOc1cc(C2C(C#N)=C(N)OC(C)=C2C(C)=O)c(Br)c(Br)c1OC(C)C (stereo not drawn) | -10 | -6 | 31 | 14 | -26 | -8 | 9 | nt | -22 | 8 | -3
COc1cccc(-n2c(C)nn(CCOc3ccccc3)c2=O)c1 | -27 | -7 | 6 | -17 | 4 | -1 | -2 | -21 | -11 | -10 | -2
Cc1ccc(CN/C=C/C(=O)c2ccc(Br)cc2)cc1 | -6 | -21 | -11 | -40 | -6 | 1 | -17 | nt | -12 | -21 | -13
COc1ccc(C(=O)Nc2ccc(N3CCN(c4ccc(OC)cc4)CC3)c(C#N)c2)cc1 | 3 | -16 | 6 | 15 | -7 | -5 | -14 | 1 | -6 | -9 | 0
CCc1cc[n+](-c2nc3ccccc3nc2[N-]S(=O)(=O)c2ccc(Br)s2)cc1 | 7 | -7 | -14 | 0 | 2 | 15 | -9 | 0 | -35 | -19 | -7
COc1cccc(C=NNc2ccc([N+](=O)[O-])cn2)c1OC | -21 | -51 | -29 | -36 | -93 | 15 | -15 | -28 | -44 | -32 | -38
C=CCNC(=O)c1ccccc1NC(=O)C1CC(=O)N(C(C)C)C1 (stereo not drawn) | 6 | 6 | -14 | 3 | 1 | -6 | -4 | 8 | 4 | 2 | 4
O=C(CN(C(=O)CNC(=O)c1ccco1)c1ccc(F)c(Cl)c1)NC1CCCCC1 | -3 | 16 | -10 | 8 | 14 | -3 | -6 | 17 | 4 | -9 | -13
COc1ccc(NC(=O)c2c(C(F)(F)F)nn(C)c2SCc2ccccc2Cl)cc1 | 12 | 5 | -1 | 7 | -9 | 2 | -4 | 3 | 4 | 13 | -4
O=C(NCC1CCCO1)c1cccc(S(=O)(=O)N(Cc2ccccc2)c2ccccc2)c1 (stereo not drawn) | -5 | 8 | 5 | 5 | 1 | 2 | -11 | 14 | -7 | 8 | -9
O=C(CCNC(=O)c1ccccc1Cl)NCC(c1ccco1)N1CCCC1 (stereo not drawn) | 6 | -4 | 6 | 9 | 1 | -2 | 13 | 12 | -5 | 10 | -3
COc1ccc2c(=O)c3c(=O)n(Cc4ccco4)c(-c4ccco4)nc3oc2c1 | 26 | 1 | -27 | 9 | 5 | 11 | 3 | 10 | -16 | -1 | 11
CCOC(=O)Cn1nc(C)c(NC(=O)c2ccc(Cl)c([N+](=O)[O-])c2)c1C | -9 | 19 | 4 | 2 | -14 | -2 | -3 | 7 | 1 | 29 | 16
COC(=O)CC1Nc2ccccc2SC1=O (stereo not drawn) | 1 | 11 | 10 | -8 | 18 | 8 | 14 | 11 | 10 | 5 | -1
COc1cc(CN2C[C@@H](CO)O[C@@H](n3cnc4c(NC5CC5)ncnc43)C2)cc(OC)c1OC | -8 | -17 | -11 | -7 | 11 | -16 | nt | 15 | -10 | 16 | 4
COc1ccc(C(CNC(=O)C2COc3ccccc3O2)N2CCCC2)cc1 (stereo not drawn) | 9 | 1 | -5 | -4 | 5 | 4 | 2 | -20 | 1 | -4 | 5
O=C(COC(=O)CC1CC2CCC1C2)NC(=O)NC1CCCC1 (stereo not drawn) | -5 | 24 | 0 | -1 | -1 | 0 | 0 | 2 | 7 | -7 | -3
COCCN1C(=O)C(C(=O)OC)CC2=C1CC(C)(C)CC2=O (stereo not drawn) | -8 | 20 | 10 | -20 | 11 | -8 | 2 | 8 | -11 | 3 | -11
O=C(CN1C(=O)/C(=C/c2ccc(F)cc2)SC1=S)N1CCN(CCc2ccccn2)CC1 | -18 | 12 | -4 | 13 | -12 | 4 | 15 | -9 | 14 | -10 | 6
CCOc1ccc(C(=O)CCC(=O)N(CC)CC(=O)NCc2cccs2)cc1 | 26 | -9 | 1 | -27 | 2 | 0 | 2 | -3 | -12 | -9 | 11
O=C(OCc1ccc(F)cc1Cl)c1ccccn1 | 2 | -17 | -5 | -52 | 7 | 9 | -1 | 3 | -6 | 8 | 13
C[C@@H]1C=C(C(=O)NCc2nc3ccccc3[nH]2)O[C@H](OCc2ccc(CO)cc2)C1 | 17 | 4 | -8 | 1 | -4 | -16 | 0 | -6 | -5 | 14 | 7
Cc1ccccc1NC(=O)Cn1cnc2c(oc3ccccc32)c1=O | -2 | 5 | 7 | -5 | -5 | -5 | 5 | 16 | -1 | -2 | 35
Cc1ccc(C)c(NC(=O)c2ccc(S(=O)(=O)C(F)F)cc2)c1 | -1 | -11 | 19 | -5 | -5 | -12 | 13 | -20 | -25 | 2 | 11
Nc1ccccc1-c1nc2ccncc2[nH]1 | -62 | -11 | 7 | -46 | -42 | 0 | 2 | -14 | -64 | 4 | 13
Cc1ccc(S(=O)(=O)N(C)c2ccccc2C(=O)N2CCCC2)cc1 | 9 | 3 | 7 | 18 | -11 | -33 | 11 | -21 | -21 | 3 | 7
COc1ccc([C@@H](C)NC(=O)c2ccc3oc(C(C)C)nc3c2)cc1 | -61 | -13 | -7 | -55 | -10 | 11 | -6 | -23 | -13 | -36 | -8
COc1cccc(NC(=O)CSc2nnc(CNC(=O)c3ccccc3F)o2)c1 | 6 | -7 | -5 | -6 | 5 | 10 | 1 | -16 | -26 | -10 | -1
COc1ccc(-n2cnc3cc(N)ccc32)cc1 | -21 | -10 | 4 | -32 | -19 | -7 | -2 | -31 | -34 | -56 | 1
COc1ccc(OC)c(S(=O)(=O)Nc2ccc(-c3ccc4nnc(C)n4n3)cc2)c1 | 25 | -9 | -29 | -3 | 0 | -10 | -12 | -54 | 7 | 31 | 28

High-throughput results: PubChem BioAssay, several laboratories
